Screening data as filed in PubChem BioAssay.
Peg3 imprint: inducers of genomic imprint erasure in mouse ES cells | mouse ES Peg3-LacZ reporter, beta-gal luminescence, 40 h | Potency, µM (doses to about 60.7 µM), inactives show at the highest dose activity change, positive = activation, most hits filed as activators | 0.02% of 110,000 active;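 note: 0% = negative control wells on the plate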
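Gelatin-coated wells received 300 freshly trypsinized female ES cells with a Peg3LacZ-Neo reporter on the maternal allele, then incubated 40 hours at 37C. BetaGlo was added for 5 minutes at room temperature before a single luminescence read.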
p53ts 32C tox: p53ts cell cytotoxicity, permissive temperature. H1299-p53A138V at 32C, ATP luminescence viability, 24 h. Potency, µM (top dose mostly 46.1 µM), for inactives: top-dose activity change, negative = cytotoxicity, most hits filed as cytotoxic. 0.93% of 130,000 active. AID 924;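 note: 0% = DMSO and -100% = full killing by reference compound; nearly all actives have a fitted effect of over 55% in size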
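Cells: H1299 p53ts (A138V), 600/well, pre-incubated 16–30 h at 37C. Cpd up to 46 uM, 24 h, 32C. Readout: ATPlite luminescence, 20 min RT. Normalization: DMSO vs tamoxifen 100 uM. AC50 by Hill equation.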
p53ts 39C kill: cytotoxicity in p53ts cells at nonpermissive temperature | 1.5% of 130,000 active | Potency, µM (doses to about 46.1 µM), for the others: top-dose activity change, negative = cell killing, most hits filed as cytotoxic | H1299-p53A138V viability at 39C, ATP luminescence, 24 h; note: nearly all actives have a fitted effect of over 55% in size
IkB sig inh: IkB pathway inhibition in ABC-DLBCL cells; ABC-DLBCL IkBa-CBG/CBR dual luciferase ratio, 4 h; response scale: scaled: untreated 0%, proteasome inhibitor 100%; Potency, µM (highest dose often 57.1 µM), without a hit: at the top dose IkBa stabilization activation; 0.04% of 110,000 active; AID 445; active = well fitted curve in the direction sought with a large enough effect in the signal ratio, not every such curve was filed as active; inconclusive = small, poorly fitted or top-dose-only effect, or a change in a side signal; the % refers to the signal ratio;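 note: the direction sought is a rising ratio; 0% = basal untreated cells and 100% = reference inhibitor full response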
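Luminescence ratio of IκBα-fused green versus native red beetle luciferase in OCI-Ly3 cells, 4 h post-doxycycline with compound; red signal alone, scaled from basal (0%) to zero light (-100%), flagged nonspecific or cytotoxic effects.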
An asterisk follows results filed as active; ? = inconclusive; / = not tested or not shown; [ ] = dose if it differs, or a comment. Unless noted, calls come from the whole dose curve; as a rule, active = well fitted curve in the direction sought with a large enough effect; inconclusive = small, poorly fitted or top-dose-only effect, or another doubt; inactive = no such curve, though single readings can be large; an effect the other way counts as inactive or inconclusive. Unless noted, % is set by controls: 0 for no effect and ±100 for the full control effect; potency is the fitted concentration of half-maximal effect.

compound | Peg3 imprint | p53ts 32C tox | p53ts 39C kill | IkB sig inh
Cc1ccccc1C(=O)Nc1nc2c(s1)CC(C(C)(C)C)CC2 (centres undefined) | 6%[10.9 µM] | -11% | 22% | 4.2%
Cc1ccc(N(C(=O)C2CCC(=O)N2)C2(C(=O)NC3CCCCC3)CCCCC2)cc1 (centres undefined) | -13% | 14% | -12% | -0.4%
COC(=O)N1[C@H](C)C=C[C@]1(Cc1ccccc1)C(=O)NCc1ccccn1 | 9% | 5% | 11% | /
NC(N)=NC(N)=Nc1c(F)c(F)c(F)c(F)c1F | -31%[inhibitor][10.9 µM] | 6%[9.22 µM] | -3%[9.22 µM] | 1.9%[11.4 µM]
CCSC(C)CC1CC(=O)CC(=O)C1 (centres undefined) | -10% | 1% | 7% | 0.6%
COc1ccc(CNC(=O)Cn2c(=O)oc3cc(S(=O)(=O)N4CCCC4)ccc32)cc1 | -3%[10.9 µM] | -11% | 9% | ?
CCOCc1nnc(NS(C)(=O)=O)s1 | 4% | -7% | -2% | 0.6%
CCOc1nc(NC2CCCCC2)nc(NC(C)(C)C)n1 | / | 5% | 8% | /
Clc1ccc(Cn2nnc(-c3ccc(N4CCOCC4)cc3)n2)cc1 | -4% | 2% | 1% | -0.3%
CCOC(=O)c1ccc(N2C(=O)C3ON(c4ccccc4)C(c4ccco4)C3C2=O)cc1 (centres undefined) | -6% | 4% | -14% | 1.1%
NC[C@@H]1O[C@H](O[C@H]2[C@H](O)[C@H](O[C@@H]3O[C@H](CO)[C@@H](O)[C@H](N)[C@@H]3O)[C@@H](N)C[C@H]2N)[C@@H](O)[C@H](O)[C@@H]1O | -1%[16.8 µM] | 0%[20.6 µM] | 3%[20.6 µM] | -0.7%[25.6 µM]
COc1ccccc1Cn1c(-c2ccco2)nc2nc3ccccc3nc21 | -1% | -9% | -13% | 5.8%

compound | Peg3 imprint | p53ts 32C tox | p53ts 39C kill | IkB sig inh
COc1ccc(C(CNC(=O)COc2ccc(C)cc2)N2CCCCC2)cc1 (centres undefined) | -8%[10.9 µM] | 2% | -12% | ?
Cc1csc2nc(COC(=O)c3cccc(NC(=O)COc4ccccc4Cl)c3)cc(=O)n12 | -42%[inhibitor][10.9 µM] | ? | ? | ?
Cn1c(SCc2cc(=O)c3cc(Cl)ccc3[nH]2)nnc1-c1ccccc1 | -10%[10.9 µM] | -12% | -11% | ?
COc1ccc(S(=O)(=O)C(C#N)c2nc3ccccc3nc2N2CCCC(C)C2)cc1 (centres undefined) | -15% | -4% | 0% | 1.3%
O=C(Nc1ccccc1-c1ccccc1)c1ccco1 | -14% | 2% | -11% | -0.1%
COc1ccc(NC(=O)Cn2ncc3c2-c2ccccc2OC3)cc1Cl | -10%[10.9 µM] | 4% | -14% | ?
CCCCn1c(SCC(=O)OCC)nnc1-c1ccoc1C | -8% | -2% | 9% | 1.7%
COc1ccc(Nc2nc(-c3sc(N)nc3C)cs2)cc1 | / | 4% | -10% | 4.1%
CCN(CC)c1ccc(NC(=O)COc2ccc(C)cc2)cc1 | -8% | 2% | -1% | 3.3%
Cc1nn2c(-c3cccc(NC(=O)c4ccc(Cl)cc4)c3)nnc2c2ccccc12 | -6%[10.9 µM] | 2% | 13% | ?
COc1cccc(CNC(=O)C(=O)NCC2CCCO2)c1 (centres undefined) | / | 2% | 24% | /
O=C1N2CCCc3cccc(c32)C12Nc1ccccc1S2 (centres undefined) | -14% | 1% | 5% | -1.3%

compound | Peg3 imprint | p53ts 32C tox | p53ts 39C kill | IkB sig inh
COc1ccc(OC)c(NC(=O)CSc2nc(C)cs2)c1 | -10% | 8% | 5% | 0.7%
CCc1ccccc1NC(=O)C(C)n1nc(-c2ccc(C)c(C)c2)ccc1=O (centres undefined) | -8%[10.9 µM] | -7% | 3% | 1.7%
Cc1ccc(CNc2nc3c(S(=O)(=O)c4ccccc4)nnn3c3ccsc23)cc1 | -5%[10.9 µM] | -2% | -25% | -1.8%
Cc1ccc(SCCC(=O)NC(C)(C)C)cc1 | / | -17% | -6% | /
Cc1cc(C)cc(NC(=O)N2CCC(c3nc4ccccc4o3)CC2)c1 | -18% | -20% | -14% | 2.0%
CCOc1cc(C2Nc3ccccc3C(=O)N2c2ccccc2)ccc1O (centres undefined) | -44%[inhibitor] | -4% | -15% | 0.6%
COc1ccccc1Oc1ccc(S(=O)(=O)NCc2ccccn2)cc1 | 6% | -1% | 2% | 3.3%
O=C(NCC(c1cccs1)N1CCOCC1)c1cc([N+](=O)[O-])ccc1Cl (centres undefined) | / | -19% | 4% | /
Cc1cccc(N(C)S(=O)(=O)c2ccc(-c3cc(C)no3)s2)c1 | -22%[10.9 µM] | 0% | -17% | ?
CCOC(=O)C(C)Oc1ccc2c(-c3cccc([N+](=O)[O-])c3)cc(=O)oc2c1 (centres undefined) | / | -35% | -1% | /
Cn1c(SCC(=O)OC2CCCCC2)nnc1-c1ccc2c(c1)OCO2 | -4% | -4% | 2% | 3.2%
Cc1cc(NC(=O)CCC(=O)N(c2ccccc2)C(C(=O)NC2CCCC2)c2ccncc2)no1 (centres undefined) | -6% | 6% | 0% | 0.3%

compound | Peg3 imprint | p53ts 32C tox | p53ts 39C kill | IkB sig inh
CCCCN(CC)C(=O)Nc1ccc2c(c1)N(C)C(=O)c1ccccc1S2 | -11%[10.9 µM] | 0% | 25µM* | ?
O=C(CSc1n[nH]c(-c2ccc(F)cc2)n1)NCCc1ccccc1 | ? | 7% | 1% | ?
COC(=O)c1ccccc1NC(=O)Cn1c(=O)n(-c2cccc(C(F)(F)F)c2)c(=O)c2c(C)c(C)sc21 | 19%[10.9 µM] | 13% | 11% | -1.0%
Cc1nn(C)cc1NC(=O)CCSc1nc(-c2ccco2)cc(C(F)(F)F)n1 | -10% | -4% | 0% | -0.1%
Cc1cccc(C)c1OCc1nnc2c3cnn(C)c3ncn12 | -3% | 0% | 4% | -3.2%
c1ccc2c(c1)CCN(Cc1nnnn1Cc1ccc3c(c1)OCO3)C2 | -15% | 4% | -11% | -0.9%
COc1cccc(NC2SC(=O)N(c3ccccc3)C2=O)c1 (centres undefined) | -2% | -9% | -1% | ?
CCOc1ccccc1NC(=O)CSc1nnc(-c2ccccc2Cl)n1Cc1ccco1 | -24% | 15% | 12% | 0.1%
CN(C(=O)COc1cccc(Br)c1)C1CCS(=O)(=O)C1 (centres undefined) | -7% | -4% | 4% | 3.0%
CCOC(=O)C1=C(C)NC(=O)CC1c1ccccc1 (centres undefined) | 1% | 8% | 17% | 0.4%
CCCCOc1ncnc2c1[nH]c1ccccc12 | -11% | -8% | -13% | 2.1%
Cc1ccc2nc(NC3=NCN(C4CCCCC4)CN3)nc(C)c2c1 | -8% | -6% | -9% | -0.8%

Entries of single compounds, looked up by structure:
Listed for Cc1ccc2nc(NC3=NCN(C4CCCCC4)CN3)nc(C)c2c1 : Peg3 imprint = -8%; p53ts 32C tox = -6%; p53ts 39C kill = -9%; IkB sig inh = -0.8%
Listed for CCCCOc1ncnc2c1[nH]c1ccccc12 : Peg3 imprint = -11%; p53ts 32C tox = -8%; p53ts 39C kill = -13%; IkB sig inh = 2.1%

6 entries from above, sorted by their value in Peg3 imprint, largest number first:
mol	Peg3 imprint
COC(=O)N1[C@H](C)C=C[C@]1(Cc1ccccc1)C(=O)NCc1ccccn1	9%
CCOC(=O)C1=C(C)NC(=O)CC1c1ccccc1 (centres undefined)	1%
COc1ccccc1Cn1c(-c2ccco2)nc2nc3ccccc3nc21	-1%
CN(C(=O)COc1cccc(Br)c1)C1CCS(=O)(=O)C1 (centres undefined)	-7%
O=C1N2CCCc3cccc(c32)C12Nc1ccccc1S2 (centres undefined)	-14%
c1ccc2c(c1)CCN(Cc1nnnn1Cc1ccc3c(c1)OCO3)C2	-15%

Some values from the entries so far:
For p53ts 39C kill, CCCCN(CC)C(=O)Nc1ccc2c(c1)N(C)C(=O)c1ccccc1S2 is entered as 25µM*
For p53ts 32C tox, COC(=O)c1ccccc1NC(=O)Cn1c(=O)n(-c2cccc(C(F)(F)F)c2)c(=O)c2c(C)c(C)sc21 is entered as 13%
For p53ts 32C tox, CCCCOc1ncnc2c1[nH]c1ccccc12 is entered as -8%

Sorted by formula weight (highest first): part of the list above
compound | Peg3 imprint | p53ts 32C tox | p53ts 39C kill | IkB sig inh
Cc1nn(C)cc1NC(=O)CCSc1nc(-c2ccco2)cc(C(F)(F)F)n1 | -10% | -4% | 0% | -0.1%
Cc1cccc(C)c1OCc1nnc2c3cnn(C)c3ncn12 | -3% | 0% | 4% | -3.2%
CCCCOc1ncnc2c1[nH]c1ccccc12 | -11% | -8% | -13% | 2.1%

(listing goes on)
compound | Peg3 imprint | p53ts 32C tox | p53ts 39C kill | IkB sig inh
O=C(Nc1ccc2c(c1)OCCO2)C1CCN(S(=O)(=O)c2ccc(Br)s2)CC1 | -20% | -9% | -9% | ?
CCOC(=O)C1CCN(S(=O)(=O)c2ccc3[nH]c(=O)oc3c2)CC1 | -12% | -4% | 1% | 2.8%
Cc1c(-c2ccccc2)[n+](=O)c2c(n1[O-])CCC2 | / | 1% | 8% | /
CCCCC(=O)Nc1nn(CCC)c2nc3ccccc3cc12 | -11% | 5% | 11% | 2.8%
Oc1ccc(/C=N/N=C(c2ccccc2)c2ccccc2)c(O)c1O | / | 19% | -9% | /
Cc1ccc(CNc2ncnc3c2c(-c2ccccc2)cn3-c2cccc(Cl)c2)cc1 | -17%[10.9 µM] | 5% | -31% | -1.8%
COc1ccc2nc(NC(=O)c3ccoc3C)sc2c1 | -93%[inhibitor] | 7.9µM* | ? | ?
CCOc1cccc(-c2nnc(SCC(=O)Nc3cccc(OC)c3)n2N)c1 | 10% | -11% | -6% | 5.2%
COc1cc(OC)c(NC(=O)CCc2c(C)nc3c4c(C)cc(C)nc4nn3c2C)cc1Cl | -3%[10.9 µM] | 3% | 19% | ?
CN(C)c1ccc(C(c2nnnn2C2CCCCC2)N2CCN(C(=O)c3ccco3)CC2)cc1 (centres undefined) | -10% | -6% | 0% | -3.3%
Nc1nc2c(nc(Br)n2[C@@H]2O[C@H]3COP(=O)(O)O[C@@H]3[C@H]2O)c(=O)[nH]1 | / | 11% | 19% | 7.6%
O=C(NCC1CCCO1)c1ccc2c(c1)C(=O)N(C1CCCCC1)C2=O (centres undefined) | -10% | -6% | 1% | -3.8%

compound | Peg3 imprint | p53ts 32C tox | p53ts 39C kill | IkB sig inh
Oc1ccc2ccccc2c1CN1CCN(c2ccccc2F)CC1 | -15% | 1% | 2% | -2.9%
O=C(c1cnn2c(C(F)(F)F)cc(-c3ccco3)nc12)N1CCCc2ccccc21 | 13% | -2% | -2% | 0.4%
COc1ccccc1N1CCN(c2cc(C)nc3nc(-c4ccc(Cl)cc4)nn23)CC1 | -11%[10.9 µM] | 0% | -20% | 2.4%
CCCCOC(=O)C1=C(C)Nc2ncnn2C1c1cc(OC)c(OC)cc1OC (centres undefined) | -8% | 23% | -6% | -1.9%
COc1ccc(CNC(=O)[C@H]2C[C@@H]2[C@H](NP(=O)(c2ccccc2)c2ccccc2)c2ccccc2)cc1OC | -11% | 8% | -6% | /
CCc1ccc2ncc(S(=O)(=O)c3ccc(C)c(C)c3)c(N3CCCC3)c2c1 | / | ? | -43% | /
COCCNc1nc(=S)[nH]c2cc(OC)c(OC)cc12 | -10% | 1% | -7% | 2.6%
CCCCN(CC)C(=O)CSc1nc2n[nH]c(C)c2c(=N)n1-c1ccc(CC)cc1 | -16%[10.9 µM] | 0% | -13% | ?
